# Source: PubChem
# RBBP9 inh = human RBBP9 hydrolase inhibition | O75884 | recombinant RBBP9, FP-Rh probe fluorescence polarization | inhibition, % at 7.94 µM | 0.2% of 220,000 active;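 active = inhibition above the campaign mean of all tested compounds plus 3 SD, cut at about 14% in these data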;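 also: plate controls were DMSO wells with RBBP9 for no effect and wells lacking RBBP9 protein for full effect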
# Target sequence (O75884 whole entry, looked up): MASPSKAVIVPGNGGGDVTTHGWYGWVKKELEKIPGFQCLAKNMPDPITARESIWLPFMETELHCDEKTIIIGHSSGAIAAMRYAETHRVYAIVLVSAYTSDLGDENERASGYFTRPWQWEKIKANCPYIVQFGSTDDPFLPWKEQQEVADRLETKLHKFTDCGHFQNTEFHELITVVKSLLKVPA
#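 Controls: DMSO-treated enzyme wells and wells lacking RBBP9 | Material: RBBP9 protein | Technique: Fluorescence polarization | Replication: Single well per compound, no replicates | Buffer or medium: Tris-NaCl-Pluronic buffer, pH 8.0 | Timing: 30 min compound preincubation, 45 min probe labeling, 25 °C | Read-out basis: Percent inhibition from mP, scaled between DMSO and no-protein wells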
# Runt-SMMHC FRET = Runt domain-CBFb-SMMHC interaction inhibition; Q01196+Q13951; Cerulean-Runt/Venus-CBFb-SMMHC FRET ratio 530/480, 1 h; 0.74% of 220,000 active; AID 1434; inhibition, % at 20 µM;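 active = mean inhibition across duplicate retests at 20 µM reaching about 50%, limit read from the data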;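 also: 0% = DMSO wells and 100% = wells with excess untagged CBFb-SMMHC; inhibitors lower the FRET ratio by blocking Runt binding to CBFb-SMMHC; some results filed as inactive read as strong as hits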
# NPY1 pot ag = potentiates or activates human NPY-Y1 receptor | activation, % at 3.6 µM | 0.37% of 220,000 active | P25929 | NPY-Y1 expressing cells, potentiator/agonist activation; in the data active = activation above about 33%, passing the limit was not always enough;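 also: cells stimulated with NPY at EC10 then isoproterenol at EC100; 0% = low agonist plus stimulus and 100% = saturating agonist plus stimulus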
# Target sequence (P25929 whole entry, looked up): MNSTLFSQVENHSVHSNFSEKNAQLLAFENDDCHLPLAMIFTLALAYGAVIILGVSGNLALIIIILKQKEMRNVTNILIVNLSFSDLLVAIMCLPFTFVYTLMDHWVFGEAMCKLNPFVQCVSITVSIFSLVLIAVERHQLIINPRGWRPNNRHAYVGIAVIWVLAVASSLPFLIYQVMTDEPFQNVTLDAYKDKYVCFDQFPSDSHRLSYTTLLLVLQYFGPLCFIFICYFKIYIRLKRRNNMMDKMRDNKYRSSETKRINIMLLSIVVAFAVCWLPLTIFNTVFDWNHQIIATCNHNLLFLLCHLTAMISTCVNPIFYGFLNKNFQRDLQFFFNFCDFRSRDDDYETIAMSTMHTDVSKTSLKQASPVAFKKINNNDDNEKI
# Hck-Nef inh = blocks Nef-activated human Hck kinase | P08631 | Recombinant Hck-YEEI plus Nef, Z-Lyte FRET kinase assay | inhibition, % at 20 µM | 0.68% of 220,000 active | AID 463187;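 active = Hck-Nef kinase inhibition above about 50%, limit read from the data; inactive = inhibition below that limit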;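 also: 0% = DMSO with Hck plus Nef and 100% = Hck alone without Nef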
# Target sequence (P08631 whole entry, looked up): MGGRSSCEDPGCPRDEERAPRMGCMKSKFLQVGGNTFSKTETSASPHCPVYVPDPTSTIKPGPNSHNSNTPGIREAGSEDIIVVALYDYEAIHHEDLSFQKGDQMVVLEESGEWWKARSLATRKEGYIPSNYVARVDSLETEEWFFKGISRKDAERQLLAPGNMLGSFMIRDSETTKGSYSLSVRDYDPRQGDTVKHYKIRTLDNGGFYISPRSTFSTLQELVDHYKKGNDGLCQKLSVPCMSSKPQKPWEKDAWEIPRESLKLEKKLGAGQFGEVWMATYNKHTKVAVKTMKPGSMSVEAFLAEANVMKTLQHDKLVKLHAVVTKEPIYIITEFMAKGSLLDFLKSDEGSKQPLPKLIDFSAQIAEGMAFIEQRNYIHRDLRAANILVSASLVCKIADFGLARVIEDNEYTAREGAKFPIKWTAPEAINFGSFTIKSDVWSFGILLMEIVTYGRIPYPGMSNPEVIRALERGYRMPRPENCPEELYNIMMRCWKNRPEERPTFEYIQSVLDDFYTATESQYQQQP
# Mdm2 ligase inh = blocks human Mdm2 ubiquitin ligase activity. Q00987. cell-based MDM2 ubiquitination luciferase reporter, 2 h; 0 = plate control, 100 = twice control, blank-subtracted. signal enhancement, % at 5 µM. 0.11% of 210,000 active. AID 1230;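 active = signal enhancement of 30% or more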;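 also: luminescence tracks abundance of the self-degrading MDM2-luciferase fusion protein; higher signal means inhibition of MDM2 E3 ligase activity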
#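 Assay system: mammalian cells stably expressing self-ubiquitinating, self-degrading MDM2 E3–luciferase fusion. Quantity: 2000 cells in each well. Medium: DMEM culture medium. Compound dosing: single-point 5 µM. Timing: cell settling 4 h, compound treatment 2 h, both 37 °C. Technique: luciferase luminescence. Read-out basis: percent signal gain over controls, blank-subtracted. Benchmarks: plate controls and plate blanks.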
# NPY-Y1 antag = NPY-Y1 (human) receptor antagonism; inhibition, % at 3.6 µM; P25929; 1% of 200,000 active; HEK293-CNG Y1 cells, membrane potential fluorescence; NPY at EC95, then isoproterenol;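 active = inhibition above the campaign mean inhibition of all tested compounds plus 3 SD, cut at about 20% in these data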;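 also: 0% = DMSO wells given NPY plus isoproterenol and 100% = isoproterenol alone without NPY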
#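 Material: Y1- and CNG-channel-expressing HEK293 cells / Probe or stimulus: NPY 25 nM then isoproterenol 1 µM plus Ro 20-1724 25 µM / Doses: 3.6 µM single dose, DMSO 0.4% / Schedule: compound incubation 1 h at room temperature, readout 45 min post-stimulation / Signal: membrane potential fluorescence / Benchmarks: isoproterenol-only wells as full block versus NPY-plus-isoproterenol wells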
# NPY2 pot ag = potentiates or activates human NPY-Y2 receptor; P49146; cells expressing NPY-Y2, potentiator/agonist read-out; activation, % at 3.6 µM; 0.45% of 220,000 active; in the data active = activation above about 27%;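 also: cells stimulated with NPY near EC25 plus isoproterenol at EC100; 0% = vehicle plus submaximal agonist and 100% = vehicle plus saturating agonist; some results beyond the cut were filed as inactive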
# Runt-CBFb FRET = Runt domain-CBFb interaction inhibition | Q01196+Q13951 | Cerulean-Runt/Venus-CBFb FRET ratio 530/480, 1 h | inhibition, % at 20 µM | 0.46% of 220,000 active;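 active = inhibition over about 50% at 20 µM in the single-dose screen, limit read from the data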;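 also: 0% = DMSO wells and 100% = excess unlabeled CBFb competitor control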
#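 test system = Cerulean-Runt domain fusion protein, energy donor | probe or stimulus = Venus-CBFb binding partner, 100 nM | incubation = two 1 h room-temperature incubations shielded from light | detection = fluorescence energy transfer, 422 nm excitation, 530/480 nm emission | measure = loss of energy transfer signal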
# p97 inhibitor = blocks human p97 ATPase activity | 0.42% of 220,000 active | inhibition, % at 8 µM | P55072 | AID 1481 | recombinant p97 ATPase, Kinase-Glo ATP luminescence, 3 h; in the data active = inhibition above about 15%;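 also: 0% = DMSO vehicle and 100% = wells lacking enzyme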
# Active calls of the source: *; · = not tested or not shown. Compounds as they come; 3.5% or so of the library scored in one or more.
SMILES,RBBP9 inh,Runt-SMMHC FRET,NPY1 pot ag,Hck-Nef inh,Mdm2 ligase inh,NPY-Y1 antag,NPY2 pot ag,Runt-CBFb FRET,p97 inhibitor
Cn1nc(C(F)(F)F)c(-c2cccc(C(F)(F)F)c2)c1NC(=O)Nc1ccc(F)cc1,-13.7,3.4,110.5*,-2.7,-11.1,·,102.2*,-1.1,-1.6
C/C(=N\NC(=O)COc1ccc(C(C)(C)C)cc1)c1ccc(-n2ccnc2)cc1,-8.7,1.1,-15.0,0.2,-8.7,1.5,8.0,-5.0,-7.3
Clc1cc(Cl)c2nc(N3CCCCC3)sc2c1,-2.9,14.4,3.5,1.5,-11.4,-2.2,-6.5,10.0,1.8
COc1ccc(-c2nn(-c3ccccc3C)cc2CNCCc2cnc[nH]2)cc1F,-7.1,1.7,-1.4,17.3,5.2,9.4,7.0,1.5,2.1
Cn1cc(CNC(=O)Nc2ccc3c(c2)OCO3)cn1,-3.0,3.4,2.9,12.1,-9.0,-5.4,-1.7,1.4,1.8
O=C1c2ccccc2C(=O)N1OCCOCCOCCBr,-0.4,0.0,-23.2,8.3,-3.8,-1.6,3.3,3.1,-4.2
Cc1[nH]n(-c2ccccc2)c(=O)c1N=Nc1ccccc1C(=O)N1CCCCC1,4.1,-3.0,-6.2,22.6,·,·,1.8,-0.2,-0.9
O=C(CSc1nnc(-c2ccncc2)n1-c1ccccc1)N1CCN(c2ccc(Cl)cc2)CC1,-0.6,1.5,-19.4,1.4,-13.7,2.6,5.3,-12.9,-3.8
Cc1cccc(Cn2c(=O)n(Cc3ccco3)c(=O)c3ccccc32)c1,-2.9,3.2,-37.3,3.8,-12.0,11.0,-20.6,4.4,-4.4
O=C(Nc1cccc(S(=O)(=O)N2CCCCC2)c1)Nc1ccc(Cl)cc1Cl,-17.9,3.2,9.7,1.3,·,-2.7,6.5,2.1,3.6
C=CCSC1=N/C(=C/c2ccsc2)C(=O)N1c1ccccc1,5.2,0.1,1.4,5.0,8.6,3.2,13.3,1.7,-1.5
Fc1ccc2c(c1)C(c1ccncc1)=NNC(c1cccnc1)=N2,-3.6,3.0,12.0,2.9,26.1,0.4,-3.2,0.4,2.2

# Looked up by compound from above:
SMILES,RBBP9 inh,Runt-SMMHC FRET,NPY1 pot ag,Hck-Nef inh,Mdm2 ligase inh,NPY-Y1 antag,NPY2 pot ag,Runt-CBFb FRET,p97 inhibitor
Cc1cccc(Cn2c(=O)n(Cc3ccco3)c(=O)c3ccccc32)c1,-2.9,3.2,-37.3,3.8,-12.0,11.0,-20.6,4.4,-4.4
COc1ccc(-c2nn(-c3ccccc3C)cc2CNCCc2cnc[nH]2)cc1F,-7.1,1.7,-1.4,17.3,5.2,9.4,7.0,1.5,2.1

# Following part.
SMILES,RBBP9 inh,Runt-SMMHC FRET,NPY1 pot ag,Hck-Nef inh,Mdm2 ligase inh,NPY-Y1 antag,NPY2 pot ag,Runt-CBFb FRET,p97 inhibitor
COc1ccc(OCCC(=O)OCC(=O)NC(=O)NC(C)C)cc1,-5.7,-8.2,-23.4,-17.2,-11.0,2.6,-28.1,1.3,3.7
NNC(=S)Nc1cccc(-c2n[nH]c(=S)o2)c1,-9.8,-2.3,-14.3,14.9,0.5,·,-20.8,16.1,7.3
Cc1ccc(S(=O)(=O)N/N=C/c2ccc(OCC(=O)Nc3ccccc3Cl)cc2)cc1,-2.4,-6.8,2.0,1.9,-1.5,1.6,-0.8,-0.7,1.5
CN(C)NC(=O)C(NC(=O)c1ccc(N)cc1)C12CC3CC(CC(C3)C1)C2 (configuration not stated),-3.3,-1.5,5.4,24.7,0.7,0.6,-8.1,-1.2,1.9
CC(CCc1ccccc1)NC(=O)CN1CCN(Cc2ccccc2)C1=O (configuration not stated),-5.7,3.9,2.3,1.7,-23.7,0.1,10.7,5.9,-1.5
COc1ccc(S(=O)(=O)N2CCCC(C(=O)NCc3ccncc3)C2)cc1 (configuration not stated),0.0,-2.3,-0.3,14.2,-9.6,-3.4,4.1,0.8,4.8
COC(=O)c1cccc(OCC(O)Cn2ccnc2)c1 (configuration not stated),2.2,3.8,15.5,-2.6,-8.5,-1.4,-0.6,-1.8,1.3
CCCCNC(=O)c1c(C)cc(=O)oc1C,16.1*,3.1,-5.0,1.3,-20.8,3.1,11.0,0.3,5.4
CCn1c(C)nc2c(=O)oc3ccccc3c21,-2.2,-1.8,8.6,2.0,-13.0,0.9,5.8,0.2,3.3
Cc1cc(C)n(-c2ccc(F)cc2CN2CCN(Cc3ccccc3)C(CCO)C2)n1 (configuration not stated),4.2,-0.5,-2.4,-3.6,-9.0,12.1,-5.9,-0.1,1.6
O=C(C1=C[C@@H](c2ccc3c(c2)OCO3)C[C@@H](OCCCCO)O1)N1CCOCC1,-0.6,-0.5,-5.3,-15.7,·,-4.9,-22.3,1.8,3.6
CC(Cc1c[nH]c2ccccc12)NC(=O)OCCCl (configuration not stated),-3.8,-0.5,3.2,-12.8,-11.8,1.8,0.7,-1.3,-1.8
COc1ccc(NC(=S)N2CCC(c3nc4ccc(Cl)cc4[nH]3)CC2)c(OC)c1,3.8,-8.7,-4.1,-0.2,-7.8,10.4,-12.0,·,1.4
COc1cccc(-c2nc3n(n2)C(c2ccccc2Cl)C(C(N)=O)=C(C)N3)c1 (configuration not stated),-2.5,2.7,-11.4,17.5,-20.8,5.2,10.0,·,-3.2
Cc1cc(=O)oc(C)c1C(=O)O,3.9,0.2,7.6,0.7,-16.1,4.2,10.3,2.3,2.9
OC(CNCc1ccc(F)cc1)(c1ccc(F)cc1)c1ccc(F)cc1,2.1,-1.1,-8.7,0.8,-12.9,15.5,-2.1,1.4,0.2
O=C(CSCCNS(=O)(=O)c1ccccc1)Nc1ccccc1,-1.6,1.8,2.8,2.1,-13.5,-3.0,0.0,-0.8,1.0
Cc1cccc(OCCCn2c(CCNC(=O)C(C)C)nc3ccccc32)c1,-6.3,1.2,-8.6,2.6,5.2,-1.6,-8.8,-9.3,-2.7
CCCC(=O)N(CCc1ccc(OC)cc1)Cc1nc2ccccc2c(=O)[nH]1,13.0,2.4,12.6,1.2,-17.8,7.2,10.7,3.8,-1.7
C#CCN1C(=O)S/C(=C/C=C/c2ccc(N(C)C)cc2)C1=O,-14.7,-66.7,9.3,5.2,-7.3,2.2,8.3,-28.2,5.5
O=C(/C=C/c1cccc([N+](=O)[O-])c1)NCCSCc1cccc(Cl)c1,-2.6,-3.8,-11.0,4.4,-1.8,3.9,-17.9,-0.8,-0.6
Cc1cc(C)nc(Nc2n[nH]c(COc3cccc4ccccc34)n2)n1,-7.8,0.3,1.3,0.5,1.1,4.7,-14.5,-0.7,-4.6
O=C(O)CCN(CCC(=O)O)c1nnc(SCc2ccccc2)s1,1.6,-6.9,2.6,-19.8,·,4.2,-4.7,2.7,-4.5
CCOC(=O)c1ccc2ncc(-c3ccccc3)nc2c1,-6.3,-2.3,-8.2,20.8,-7.1,10.7,-9.8,-4.7,0.4
Cc1cc(C)cc(NC(=S)NCc2ccncc2)c1,-1.3,-5.5,-10.2,8.3,-5.6,-3.8,-6.5,4.2,5.9
O=C1C(=O)c2ccccc2C(O)=C1CCCCl,-1.1,-2.9,-16.8,3.6,-4.0,·,-16.1,5.6,12.5
O=C(Nc1ccccc1)c1ccc(S(=O)(=O)N2CCOCC2)cc1,7.2,0.4,-7.2,1.0,-8.4,0.8,1.3,0.3,0.5
O=C(c1ccc([N+](=O)[O-])cc1[N+](=O)[O-])n1cnc2ccccc21,-6.7,-3.5,-3.6,14.8,-4.2,5.1,1.4,3.4,2.8
CC(C)CN1CN(Cc2ccccc2)CNC1=S,-2.4,3.1,19.4,8.0,6.6,3.7,-7.5,-1.7,4.5
CC1CCCCN1CC(=O)Nc1ccc2c(c1)OC(F)(F)O2 (configuration not stated),-3.4,-2.2,10.6,23.4,-25.3,7.3,6.0,-2.3,-1.0
S=C(Nc1cccc(Br)c1)c1ccccc1,-9.0,-0.8,22.9,4.0,8.9,-4.0,-0.7,-5.4,-0.7
O=S1(=O)N=C(N2CCCc3ccccc32)c2ccccc21,-5.9,-8.9,-2.0,2.2,4.9,-0.5,-19.8,-3.3,0.4
Cc1ccc(-n2c(SCC(=O)Nc3ncc(Cl)cc3Cl)nc3ccccc32)cc1,-1.6,-4.5,2.5,0.6,-1.6,-2.5,-18.5,-3.7,-11.2
Cc1noc(/C=C/c2nn(C)cc2Cl)c1[N+](=O)[O-],-10.0,0.9,-31.2,8.1,4.4,·,-21.2,-0.1,1.6
CCC(CC)c1nnc(NC(=O)c2nc3nc(C)cc(C)n3n2)s1,1.8,0.0,2.5,-28.7,-5.3,-3.7,-0.9,-0.1,5.8
Cc1ccc(SCC(=O)Nc2cccc(C)c2)cc1,-13.4,-1.2,-29.4,12.1,-5.5,8.4,-41.0,-1.0,-7.1
O=C(CCn1c(=O)oc2ccccc21)Nc1ccccc1,-8.5,-3.0,2.6,0.3,-17.7,-3.2,1.9,6.1,4.0
CCOC(=O)N1CCC(NC(=O)CCc2c(C)nc3c(c(C)nn3C(C)(C)C)c2C)CC1,-1.9,1.7,5.6,0.8,-14.3,1.3,6.2,-6.1,0.7
CCOC(=O)c1sc(NC(=O)c2cc3ccccc3o2)nc1C,-12.8,0.6,-4.5,-21.8,-24.6,5.2,-10.6,0.6,-4.9
Cc1nnc(SCC(=O)O)s1,-6.6,-4.4,0.9,26.0,-0.6,-3.9,3.0,2.2,0.9
COC(=O)c1ccc(N2C(=O)CC(Sc3n[nH]c(C)n3)C2=O)cc1 (configuration not stated),0.4,9.7,-15.9,2.1,-1.0,2.4,-6.4,12.9,2.8
CCOc1ccc2c(c1)n(CO)c(=S)n2CO,-3.2,0.0,13.9,0.4,5.1,-0.2,7.4,2.2,-0.1
COc1ccc(/C=C(/NC(=O)c2ccccc2)C(=O)N/N=C/c2cccs2)cc1OC,-11.2,2.5,14.3,1.5,-9.3,-3.0,-19.6,-1.9,5.7
CCOc1ccc(NC(=O)CC2Nc3ccccc3NC2=O)cc1 (configuration not stated),-2.0,-3.8,-0.5,20.9,-19.3,-3.6,1.3,-2.8,3.1
Cc1csc(Sc2ccc([N+](=O)[O-])cc2C(=O)OCC(=O)NC(=O)NC(C)(C)C)n1,-8.3,1.4,14.7,6.2,3.6,-5.6,8.4,-2.4,-4.1
